Screening data: PubChem BioAssay, several laboratories
PKA-R1A act: activators of PKA-R1A holoenzyme, primary screen, biochemical, fluorescence polarization, Cy5-IP20, bovine R1A, mouse PKAc; activation, % at 11.4 µM; AID 504707, 2011; 0.083% of 340,000 active; PKA-R1A dissociation; scaled: DMSO 0%, 113 µM cGMP 100%; cAMP-dependent protein kinase type I-alpha regulatory subunit (Bos taurus) + …;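 active = percent activation above the mean of all tested compounds plus 3 SD, cut at about 19% in these data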;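 also: higher means more PKAc released from R1A so a rise in polarization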
Mot1-301 SUMO: yeast Mot1-301 growth rescue at high temperature, primary screen, SUMOylation pathway inhibitor project, S. cerevisiae, ATP luminescence, 38.5C; growth rescue, % at 18.8 µM; 1% of 320,000 active; AID 2716, 2010; S. cerevisiae Mot1-301 growth rescue; percent above DMSO median, 100 means doubled;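 active = every valid replicate shows activation above 250% relative to neutral control wells; inactive = the rest, any valid replicate at or below 250%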;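 also: OY570 slx delta 5 strain wells were the positive control but not used for scaling; some compounds called inactive have numbers as strong as hits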
AddAB inh: growth inhibition of E. coli expressing H. pylori AddAB, primary screen, AddAB inhibitor project, absorbance | 0.29% of 330,000 active | AID 435030, 2010 | inhibition, % at 11.9 µM; in the data active = inhibition above about 12%;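 also: 0% = vehicle wells of infected cells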
phage Ecoli inh: growth loss of phage-infected E. coli, primary screen, RecBCD inhibitor project, absorbance, with phage, HTS; 0.26% of 360,000 active; AID 651602, 2012; inhibition, % at 11.9 µM; in the data active = inhibition above about 11%
Tat export inh: E. coli Tat export inhibitors, primary screen, MC4100, TorA-mCherry reporter, fluorescence, single point; inhibition, % at 10 µM; 0.036% of 340,000 active;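 active = mean replicate inhibition at least 50% and at least half of replicates individually reaching 50%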;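 also: exported cargo escapes ClpAP degradation while cytoplasmic cargo is degraded and loses fluorescence; 0% = median of neutral control wells and 100% = median of NaSCN control wells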
Arrestin-AP2 inh: inhibitors of beta-arrestin/AP2 binding, primary screen, biochemical, GPCR trafficking, flow cytometry; beta-arrestin 1 C-terminal peptide binding to AP2 beta2-adaptin appendage (human); FITC-arrestin peptide / GST-AP2 beads; AP2 beta2 appendage carries R879A mutation; inhibition, % at 10 µM; 0.31% of 340,000 active; AID 504490, 2011;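 active = inhibition above a set limit, near 3 SD of compounds lacking own fluorescence, cut at about 54% in these data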;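 also: plate controls were DMSO wells for no effect and 5 µM unlabelled arrestin peptide for full effect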
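Material – GST-tagged AP2 beta2-adaptin appendage (R879A) on 4 µm glutathione beads · Probe or stimulus – fluorescein-tagged arrestin peptide at 50 nM final · Timing – 12 min plus 1 h, RT · Detection – bead flow cytometry, FITC channel · Read-out basis – inhibition as reduced fluorescein signal on beads, percent · Medium – PBS plus Tween 20 (0.05%) and BSA (0.1%)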
Pemphigus Ab inh: inhibitors of pemphigus antibody binding to DSG3, primary screen, biochemical, bead-based, flow cytometry, scFv-GFP | Desmoglein-3 (Homo sapiens), P32926 | DSG3-coupled beads, scFv-anti-DSG3-GFP binding; active compounds read low | binding (percent of control), % at 10 µM | 0.48% of 310,000 active | AID 588358, 2011;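 active = binding more than 3 SD below its plate's average and above zero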;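 also: hits lower antibody fragment binding to DSG3; some compounds called inactive have numbers as strong as hits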
MOR-DOR ag: agonists of OPRM1-OPRD1 heterodimerization, primary screen, cell-based, luminescence; Mu-type opioid receptor (Homo sapiens) + Delta-type opioid receptor (Homo sapiens), …; cells; activation, % at 9.3 µM; 0.3% of 340,000 active; in the data active = activation above about 18%;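 also: 0% = vehicle-treated cells and 100% = reference agonist; values of inactives mirror those of a sister screen read the other way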
Target sequence (P35372 whole entry, looked up): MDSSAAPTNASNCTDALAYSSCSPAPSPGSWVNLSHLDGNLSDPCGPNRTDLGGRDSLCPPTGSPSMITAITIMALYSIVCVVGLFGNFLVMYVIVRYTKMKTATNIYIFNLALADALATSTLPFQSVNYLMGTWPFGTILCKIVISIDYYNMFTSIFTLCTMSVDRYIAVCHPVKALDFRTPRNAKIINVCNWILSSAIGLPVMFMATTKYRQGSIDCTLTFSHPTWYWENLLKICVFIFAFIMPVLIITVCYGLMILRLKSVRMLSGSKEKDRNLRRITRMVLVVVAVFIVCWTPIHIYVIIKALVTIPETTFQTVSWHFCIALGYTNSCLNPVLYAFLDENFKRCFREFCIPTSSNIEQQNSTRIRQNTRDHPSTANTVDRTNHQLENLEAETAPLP
Target sequence (P41143 whole entry, looked up): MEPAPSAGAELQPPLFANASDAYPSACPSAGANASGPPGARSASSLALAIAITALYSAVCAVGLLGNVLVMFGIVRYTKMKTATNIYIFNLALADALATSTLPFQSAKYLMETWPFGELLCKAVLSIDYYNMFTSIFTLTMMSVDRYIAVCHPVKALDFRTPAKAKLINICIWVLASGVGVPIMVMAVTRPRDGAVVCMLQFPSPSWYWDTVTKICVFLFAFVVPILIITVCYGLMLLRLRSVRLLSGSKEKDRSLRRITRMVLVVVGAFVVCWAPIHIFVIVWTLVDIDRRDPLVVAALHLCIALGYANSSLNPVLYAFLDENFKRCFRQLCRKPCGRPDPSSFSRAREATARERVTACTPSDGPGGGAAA
Ecoli viability: E. coli V3065 growth inhibition, primary screen, counter-screen for AddAB inhibitor project, absorbance, OD600 | 18 h | inhibition, % at 11.9 µM | 0.27% of 330,000 active;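 active = inhibition above the campaign's mean inhibition across all tested compounds plus 3 SD, cut at about 9.9% in these data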;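 also: uninfected addAB+ strain grown without phage in ampicillin broth; 0% = DMSO wells and 100% = ciprofloxacin 0.95 µg/ml wells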
OPRM1-OPRD1 inv: inverse agonists of MOR-DOR heterodimerization, primary screen, cell-based, luminescence; Mu-type opioid receptor (Homo sapiens) + Delta-type opioid receptor (Homo sapiens), …; 0.21% of 340,000 active; inhibition, % at 9.3 µM; AID 504357, 2011; cell-based MOR-DOR heterodimer luminescence, inverse agonism; in the data active = inhibition above about 22%, passing the limit was not always enough;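 also: 0% = cells with DMSO and 100% = wells without cells with DMSO; values of inactives mirror those of a sister screen read the other way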
PfHsp90 yeast 2: growth inhibition of PfHsp90-expressing yeast, primary screen, antimalarial PfHsp90 inhibitor project, S. cerevisiae, BacTiter-Glo luminescence, single point, set 2; BacTiter-Glo ATP, 48 h; yeast lacking PDR1 and PDR3 efflux regulators; inhibition, % at 9.4 µM; 0.32% of 310,000 active;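 active = every replicate shows inhibition above about 80%, whatever the replicate mean, limit read from the data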;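 also: 0% = DMSO neutral controls and 100% = 20 µM radicicol positive controls; yeast relying on Plasmodium falciparum Hsp90 in place of its own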
Numbers without * were called inactive; i = inactive; . = no result given; & = joins results of further samples.

SMILES	PKA-R1A act	Mot1-301 SUMO	AddAB inh	phage Ecoli inh	Tat export inh	Arrestin-AP2 inh	Pemphigus Ab inh	MOR-DOR ag	Ecoli viability	OPRM1-OPRD1 inv	PfHsp90 yeast 2
CC(C)Oc1ccc(CNC(=S)N/N=C/c2ccc([N+](=O)[O-])cc2)cc1	-2	1	-0.4	3.2	0	-13	93	9.9	-0.5	-57	-6
CN(C)c1c(F)cc(C(=O)NC(=O)NCc2cccnc2)cc1F	-5	-11	1.4	-0.1	-2	4	99	1.5	0.2	-10	5
CN(C)c1nc(N)c2nccnc2n1	-3	.	.	2.6	-1	34	122	-3.0	.	15	4
COc1ccc(CN(C(=O)c2cc(=O)c3ccccc3o2)C2CCS(=O)(=O)C2)cc1OC (stereo not drawn)	-3	.	2.4	-0.9	-6	1	98	-1.0	0.9	5	-9
O=C1CC(N2CCN(c3cccc(C(F)(F)F)c3)CC2)C(=O)N1c1ccc(F)cc1 (stereo not drawn)	-2	8	3.0	0.5	4	3	99	3.8	-1.8	-19	15
C#CCOCCOCCOCCNc1nc(N2CCN(C(=O)[C@H](CCCCN)n3cc(C(N)CC(C)C)nn3)CC2)nc(N2CCN(C(=O)[C@H](CCC(=O)O)n3cc(C(N)[C@H](C)CC)nn3)CC2)n1 (stereo partly drawn)	-4	-7	1.8	.	-1	0	106	-1.3	-0.2	8	7
O=C(NC1CCOCC1)C1CCC(=O)N(CCc2ccc(Cl)cc2)C1 (stereo not drawn)	5	69	2.7	3.3	0	12	104	-0.9	1.1	5	-12
CC(C)(C)OC(=O)CNC(=O)c1[nH]cnc1C(=O)NCCCCCNC(=O)OC(C)(C)C	-17	0	1.7	1.0	-5	-8	108	1.0	0.1	-6	-5
Cc1c(Cl)c(C(=O)NNC(=S)Nc2ccccc2)nn1C	4	-4	-1.7	-4.8	-8	-3	103	-3.9	-4.1	19	13
CN(CCC#N)c1ccc(/C=C(\C#N)c2ccccn2)cc1	-11	5	3.2	1.7	0	2	126	-2.1	1.2	11	22
CCn1nc(C)c(/C=N/NC(=O)c2ccoc2C)c1C	-8	17	2.4	1.4	-8	-1	102	1.1	-1.0	-6	10
CCOc1ccc2[nH]c(=O)c(CN(CCCO)C(C)=O)cc2c1	2	19	-2.2	2.1	8	-5	105	-1.8	0.3	10	-2
CC(C)[C@H](NS(=O)(=O)c1cccc(C(F)(F)F)c1)C(=O)OCC(N)=O	12	17	-1.7	2.5	-1	1	94	-1.4	2.0	7	-14
Nc1nc(C(=O)N2CCOCC2)nn1C(=O)c1ccc(Cl)cc1	6	-9	6.2	3.8	1	10	100	-1.5	-1.8	8	.
CCc1ccc(C(=O)OCC(=O)c2c(N)n(CC(C)C)c(=O)n(C)c2=O)cc1	-9	-6	0.4	4.2	9	-13	94	2.1	1.9	-11	14
N#CC(c1ccccc1)(c1ncc(C(F)(F)F)cc1Cl)N1CCOCC1 (stereo not drawn)	6	16	1.7	1.6	1	0	105	-0.9	-0.8	5	20
O=C(Nc1ccc(F)cc1)C(Sc1nnc2ccccn12)c1ccccc1 (stereo not drawn)	-4	1	2.6	6.7	10	1	119	-1.1	1.0	6	-19
Oc1ccc[n+](CC(O)c2ccccc2)c1 (stereo not drawn)	6	-18	3.9	2.8	-8	32	97	-0.7	1.7	4	11
O=C(C1=C(O)C(=O)N(CCCn2ccnc2)C1c1ccccc1)c1ccco1 (stereo not drawn)	-7	12	-0.9	.	14	35	105	-2.7	-1.2	9	-2
CNC[C@H](Cc1ccccc1)NC[C@@H](Cc1cccc2ccccc12)NCCc1ccc(C)cc1	6	-61	-1.8	-0.3	4	2	184	30*	-1.7	-167	3
Cn1c(SCC(=O)Nc2cccc(NC(=O)c3cccs3)c2)nnc1-c1ccncc1	0	-8	4.8	1.0	-2	-5	.	-1.7	1.9	7	50
Cc1nc2ncnn2c(C)c1CCC(=O)NCCCN1CCN(c2cccc(Cl)c2)CC1	2	-15	1.6	2.0	-8	-2	97	-0.7	-1.2	4	15
O=C(O)COc1ccccc1C1C2C(=O)N(c3ccccc3)C(=O)C2ON1c1ccccc1 (stereo not drawn)	-6	12	5.4	1.9	7	-4	108	-0.4	1.8	2	23
C[C@H](N)C(=O)OCc1ccc([N+](=O)[O-])cc1	-8	-3	2.1	3.9	-21	13	101	-2.5	0.2	13	-1
O=C(Cn1cc(C(=O)c2cccs2)c2ccccc21)NC1CCCCC1	-5	-16	3.9	3.0	0	35	45*	-2.1	-0.7	11	.
CN(C(=O)c1ccc(NC(=O)C2CCCN(C(=O)OC(C)(C)C)C2)cc1)C1CCCCC1 (stereo not drawn)	-4	1	1.6	1.0	8	-6	99	-3.9	-4.1	23	45
COc1ccccc1CNC(=O)COC(=O)CCC(=O)c1cccs1	8	-1	-1.1	2.0	-8	-3	105	-1.5	-0.3	8	-9
Cc1ccc(NC(=O)C(=O)c2ccc(C)cc2)cc1	-7	240	5.2	2.2	1	5	101	0.0	1.8	0	-7
CN(C)CCNc1oc(-c2ccccc2F)nc1C#N	-10	16	6.2	3.0	-10	-1	111	-2.7	1.1	14	8
Cc1cc(/C=C2\SC(=S)N(C)C2=O)c(C)n1-c1cccc(O)c1	-4	-4	3.6	0.0	-2	0	93	30*	-0.8	-158	-7

Reprinted at random: two compounds from above
SMILES	PKA-R1A act	Mot1-301 SUMO	AddAB inh	phage Ecoli inh	Tat export inh	Arrestin-AP2 inh	Pemphigus Ab inh	MOR-DOR ag	Ecoli viability	OPRM1-OPRD1 inv	PfHsp90 yeast 2
Cc1nc2ncnn2c(C)c1CCC(=O)NCCCN1CCN(c2cccc(Cl)c2)CC1	2	-15	1.6	2.0	-8	-2	97	-0.7	-1.2	4	15
C[C@H](N)C(=O)OCc1ccc([N+](=O)[O-])cc1	-8	-3	2.1	3.9	-21	13	101	-2.5	0.2	13	-1

(more compounds)
SMILES	PKA-R1A act	Mot1-301 SUMO	AddAB inh	phage Ecoli inh	Tat export inh	Arrestin-AP2 inh	Pemphigus Ab inh	MOR-DOR ag	Ecoli viability	OPRM1-OPRD1 inv	PfHsp90 yeast 2
CCOC(=O)C1=C(c2ccccc2)NC(=O)NC1c1ccc(O)c(Cl)c1 (stereo not drawn)	-6	-8	1.1	-1.0	-1	23	128	103*	-0.3	i	3
COc1ccc(S(=O)(=O)N(C)CC(=O)Nc2ccc(F)cc2)cc1	2	3	0.9	2.9	5	7	.	-0.8	-1.7	4	-25
N#CC(=C=[N-])c1nc2ccccc2nc1-[n+]1ccccc1	0&-3	-19	0.1&3.5	1.1&1.6	-6&-1	-23&1	102&96	-1.9&-2.8	0.0&0.4	10&17	17&5
Cc1cc(C)n(C(=O)CCCCCCCCC(=O)n2nc(C)cc2C)n1	-1	7	0.6	2.2	-3	24	103	-1.6	-0.1	9	.
Cc1ccc(Sc2c([N+](=O)[O-])c(=O)n(C)c3ccccc23)cc1	3	19	2.9	3.0	-3	37	98	-2.0	2.8	10	-2
CC(C)Cn1c2ccccc2c2cc(C(=O)O)ccc21	1	-4	1.5	2.4	8	3	104	-2.1	1.6	11	.
CCOC(=O)c1[nH]c(C)c(C(=O)Nc2ccc(C)c(F)c2)c1C	-6	10	1.5	.	0	7	96	1.1	1.3	-6	9
COc1ccccc1NC(=O)c1ccc2c(c1)N(CC(=O)NC(C)C)C(=O)C(C)(C)O2	-12	-11	3.7	0.6	5	-12	118	0.5	0.3	-4	-2
COc1ccc(C(=O)N/N=C/c2c[nH]c3ccccc23)cc1	1	4	2.2	-1.0	-4	11	112	-0.5	-3.8	2	-1
CC(=O)Nc1cccc(CCc2nc3ccccc3[nH]2)c1	4	5	0.7	1.4	2	-3	93	-1.4	-0.4	7	-40
O=C(N/C(=C/c1ccccc1)C(=O)N1CCCCC1)c1ccccc1	-3	1	-0.6	0.3	-17	-10	101	-3.7	2.0	19	8
COC(=O)c1ccc(-c2csc(NC(=O)C3=COCCO3)n2)cc1	-6	8	0.9	3.1	8	0	115	2.7	0.0	-16	18
CCCCN(C)C(=S)Nc1ccc2nc(N3CCN(CC)CC3)cc(C)c2c1	-4	14	-0.1	0.6	-1	12	92	-0.2	0.1	1	8
CC1CCCN(C(c2cccs2)c2nnnn2Cc2ccccc2)C1 (stereo not drawn)	-9	141	-2.0	2.3	-2	8	.	0.9	-2.0	-6	-2
CC(=O)n1nc(-c2ccncc2)nc1SCC(=O)Nc1cccc(Cl)c1	4	7	1.7	2.6	-10	3	98	-3.3	1.6	18	17
CN1CCNC(=O)C1CC(=O)O (stereo not drawn)	-8	-8	-0.9	1.4	-4	0	100	-3.3	0.2	18	-9
CCCn1c(CCC(=O)O)nc2cc(S(=O)(=O)N3CCCC3)ccc21	-1	5	-1.0	0.1	-2	8	104	1.2	-0.9	-7	22
O=C(CN1CCN(c2ccccn2)CC1)Nc1ccccc1F	2	-24	3.2	-1.1	5	40	107	0.0	-2.2	0	-1
O=C(CN(Cc1ccc(Cl)cc1)C(=O)c1csnn1)NCc1ccc(F)cc1	-6	5	2.9	0.5	5	-11	.	-0.4	0.5	3	-13
CC(NC(=O)c1ccccc1[N+](=O)[O-])C1CC2CCC1C2 (stereo not drawn)	6	4	0.6	2.8	-7	26	126	-1.8	-0.6	9	-10
COc1cc(NC(=O)Nc2cccc(Cl)c2)c(C(=O)O)cc1OC	-2	171	1.4	1.5	-14	-6	92	-3.3	2.0	17	19
COc1ccc(OCC(O)Cn2c(N3CCCCC3)nc3c2c(=O)[nH]c(=O)n3C)cc1 (stereo not drawn)	-2	-16	3.8	1.9	14	18	108	-2.2	1.4	11	-10
CCN(C(=O)COC(=O)c1ccc(Br)o1)C1CCCCC1	-9	4	-1.1	3.7	21	6	114	-3.8	0.7	18	18
COc1ccc(-c2nc3cc(C)ccn3c2NC2CCCCC2)cc1SC1CCCCC1	-6	.	5.6	3.4&0.2	4	0	112	-0.3	3.1	1	10
Cc1ccc(-c2c3c(=O)n(C)c(=O)n(C)c3cn2CCCN2CCOCC2)cc1	1	-10	-1.8	2.0	-4	1	102	0.1	-1.1	-1	5
Cc1cc(C(=O)CSc2nncs2)c(C)n1-c1ccc2c(c1)OCO2	-11	220	2.0	2.1	9	36	92	0.4	0.9	-2	.
